ER stress surv: ER stress cell death inhibition. 48,000 tested, 0.33% active. relative survival (cellular ATP), % at 15 µg/mL (by protocol). CSM14.1 thapsigargin ER stress survival, ATP luminescence;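 active = survival measured by cellular ATP above 50% at 15 µg/ml in the first screen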;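 note: cell death triggered by about 15 µM thapsigargin; ATP read 24 h after thapsigargin was added; plate controls were thapsigargin with DMSO for no effect and DMSO without thapsigargin for full effect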
Starred values were filed as active, the others as inactive. Some of the compounds tested; count on the stated rates, not on these rows.

SMILES | ER stress surv
CC(C)Cc1ccc(C(C)C(=O)O)cc1 (stereo not given) | 4
CCOc1ccc(S(=O)(=O)N2CCCCCC2)c2ccccc12 | 8
O=C(N/N=C\c1ccc[nH]1)c1cccs1 | 1
O=C(Nc1ccccc1C(=O)NCCc1ccccc1)c1cccnc1 | 1
COc1ccc(C2CC(=O)C3=C(C2)NC(C)=C(C(=O)OCCc2ccccc2)C3c2ccncc2)cc1 (stereo not given) | 11
COC(=O)c1ccccc1NC(=O)CCOc1ccccc1 | 17

Entries listed so far that have a carbonyl joined to an NH by a bond outside any ring:
SMILES | ER stress surv
O=C(N/N=C\c1ccc[nH]1)c1cccs1 | 1
O=C(Nc1ccccc1C(=O)NCCc1ccccc1)c1cccnc1 | 1
COC(=O)c1ccccc1NC(=O)CCOc1ccccc1 | 17
